Assay outcomes as filed in PubChem BioAssay.
GalR3 antag = blocks the human galanin receptor 3; O60755; HEK293 GalR3-CNG cAMP membrane potential fluorescence; galR3 body fused to GalR1 C-terminus; inhibition, % at 3 µM; actives 0.44% (n = 360,000); AID 651719;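 active = inhibition above the screen-wide average plus 3 SD, cut at about 13% in these data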;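 note: forskolin and galanin both at EC90 stimulate the cells; cAMP rise reported by CNG channel membrane potential dye signal; 0% = forskolin plus galanin with DMSO and 100% = forskolin alone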
Target sequence (O60755 1-299 limits assumed): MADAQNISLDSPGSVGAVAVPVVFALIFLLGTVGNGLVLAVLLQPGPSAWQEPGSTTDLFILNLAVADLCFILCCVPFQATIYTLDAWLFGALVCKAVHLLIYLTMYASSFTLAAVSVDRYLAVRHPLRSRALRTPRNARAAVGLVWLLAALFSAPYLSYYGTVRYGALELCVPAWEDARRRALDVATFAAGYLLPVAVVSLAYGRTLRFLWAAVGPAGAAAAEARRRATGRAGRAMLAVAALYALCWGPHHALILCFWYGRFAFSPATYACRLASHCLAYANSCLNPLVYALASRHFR
OXTR agonist = activates the human oxytocin receptor; P30559; CHO-OTR cells, Fluo-8 calcium fluorescence; normalized: DMSO 0%, oxytocin 100%; activation, % at 3 µM; actives 0.32% (n = 320,000); AID 2435;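 active = activation above the mean of all tested compounds plus 3 SD, cutoff set per screening run, cut at about 20% in these data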;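 note: peak over basal fluorescence ratio from a 100 s FLIPR kinetic read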
Target sequence (P30559 whole entry, looked up): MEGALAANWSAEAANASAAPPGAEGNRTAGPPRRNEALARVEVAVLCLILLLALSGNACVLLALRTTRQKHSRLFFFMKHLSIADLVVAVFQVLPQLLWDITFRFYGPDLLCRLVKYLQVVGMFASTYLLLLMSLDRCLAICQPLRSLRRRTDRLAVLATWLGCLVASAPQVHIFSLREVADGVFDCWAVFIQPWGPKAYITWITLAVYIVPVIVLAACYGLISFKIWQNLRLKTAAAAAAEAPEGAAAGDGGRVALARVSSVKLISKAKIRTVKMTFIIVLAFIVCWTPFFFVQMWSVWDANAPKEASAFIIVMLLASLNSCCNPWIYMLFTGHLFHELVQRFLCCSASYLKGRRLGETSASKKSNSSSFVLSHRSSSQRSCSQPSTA
GPR7 antag = antagonists of human GPR7 (neuropeptides B/W receptor 1); GPR7-expressing cells, fluorescence antagonist assay; inhibition, % at 4.4 µM; actives 1.1% (n = 290,000); AID 1861; in the data active = inhibition above about 16%, passing the limit was not always enough;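 note: cells stimulated with the agonist NPW; 0% = agonist with vehicle and 100% = vehicle without agonist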
Target sequence (P48145 whole entry, looked up): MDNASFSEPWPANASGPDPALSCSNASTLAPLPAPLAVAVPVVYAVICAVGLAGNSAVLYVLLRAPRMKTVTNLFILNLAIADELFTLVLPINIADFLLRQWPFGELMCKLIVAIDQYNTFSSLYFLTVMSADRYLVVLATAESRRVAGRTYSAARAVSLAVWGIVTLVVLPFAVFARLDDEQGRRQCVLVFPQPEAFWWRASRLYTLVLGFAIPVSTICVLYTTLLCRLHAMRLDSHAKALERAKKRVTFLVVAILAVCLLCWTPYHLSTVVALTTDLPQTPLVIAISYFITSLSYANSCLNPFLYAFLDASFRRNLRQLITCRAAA
PHOSPHO1 block = blocks human PHOSPHO1 phosphatase activity; Q8TCT1; recombinant PHOSPHO1, absorbance phosphatase assay; inhibition, % at 13.3 µM; actives 1.1% (n = 290,000); AID 1565; in the data active = inhibition above about 60%
MEKK3 PB1 HTS = modulators (inhibitors or enhancers) of MEK5 binding to human MEKK3 PB1 domain | Q99759 | bead-based flow cytometry, Alexa488-MEK5 binding to MEKK3; actives lie on both sides; 0 = blocked by unlabeled MEK5, 100 = vehicle | binding response (% of control), % at 10 µM | actives 1.4% (n = 290,000) | AID 1529;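 active = binding response more than 3 SD above or below the average of its plate-row segment, actives on both sides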;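 note: Alexa488 bead fluorescence after subtracting the streptavidin-only scavenger bead signal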
MEKK2mut PB1 HTS = signal of MEK5 binding to mutant human MEKK2 PB1 domain | bead flow cytometry, Alexa488-MEK5 binding to MEKK2 mutant | percent response, % at 10 µM | actives 0.35% (n = 290,000); in the data active = percent response above about 24%, passing the limit was not always enough; note: inactives centre near 1; some results filed as inactive read as strong as hits; reference of the scale not given here
NALP1 inh = inhibitors of NALP1 inflammasome in yeast; AID 2071; inhibition, % at 10 µM; S. cerevisiae NALP1/ASC/caspase-1 growth, X-gal OD620, 72 h; actives 0.61% (n = 280,000); in the data active = inhibition mostly above about 24%, no sharp cut-off; inactive = mostly below about 32%; note: some compounds called inactive have numbers as strong as hits
V1aR counter = V1a receptor agonism, counter-screen for OXTR agonists. P37288. CHO-V1R cells, Fluo-8 calcium fluorescence, agonist mode; 0% DMSO, 100% 3 nM vasopressin. activation, % at 3 µM. actives 0.25% (n = 320,000);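 active = activation above the mean activation of all tested compounds plus 3 SD, per screening run, cut at about 20% in these data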;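 note: signal is peak over basal fluorescence ratio across a 100 second FLIPR read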
MEKK2 WT-MEK5 = raises or lowers MEK5 binding to wildtype human MEKK2 PB1 domain | Q9Y2U5 | binding response (% of control), % at 10 µM | actives 1.1% (n = 290,000) | bead flow cytometry, Alexa488-MEK5 binding to MEKK2 WT; actives lie on both sides; in the data active = binding response below about 67% or above about 130%
An asterisk follows results filed as active; · = not tested or not shown.

SMILES | GalR3 antag | OXTR agonist | GPR7 antag | PHOSPHO1 block | MEKK3 PB1 HTS | MEKK2mut PB1 HTS | NALP1 inh | V1aR counter | MEKK2 WT-MEK5
Cc1c(Cl)cccc1Nc1ccccc1C(=O)O | · | -2.2 | -18 | 12 | 104 | 4 | -17 | -0.2 | 84
COc1cc(-c2n[nH]c(=S)n2Cc2ccccc2)cc(OC)c1OC | -8 | · | -8 | -91 | 100 | 1 | -1 | · | 98
Cc1ccc[n+](C(C)C(=O)Nc2ccc(C)c(C)c2)c1 (configuration not stated) | -3 | 1.3 | 0 | 39 | 100 | 4 | 8 | 0.7 | 100
Clc1ccc(Nc2ccccc2)nn1 | -2 | -0.1 | -13 | 12 | 103 | 8 | 0 | 0.5 | 102
CCOP(=O)(OCC)c1nc(-c2ccc(Br)cc2)oc1N1CCCCC1 | -12 | -2.1 | -24 | · | 102 | -1 | 18 | -1.6 | 103
COCCNC(=S)NC1CC2CCC(C1)N2Cc1ccccc1 (configuration not stated) | -5 | 0.0 | -10 | 24 | 104 | 7 | 6 | 0.6 | 108
O=C(Nc1cccnc1)c1cnn2cccnc12 | -5 | 1.1 | -12 | -25 | 96 | -1 | -7 | 0.7 | 97
O=C(COc1cccnc1[N+](=O)[O-])NCCc1ccccc1 | -6 | 0.8 | -7 | 7 | 111 | -2 | 3 | -0.6 | 107
CCOC(=O)c1ccc(NS(=O)(=O)c2c(N)[nH]c(=O)[nH]c2=O)cc1 | -4 | -0.2 | · | · | 102 | 1 | · | 0.1 | 102
O=C(CN1CCN(C/C=C/c2ccccc2)CC1)Nc1ccc(F)cc1F | 0 | 1.6 | -4 | 36 | 98 | 0 | -7 | 0.9 | 102
Cc1nn(C)c(C(=O)NCc2ccc(Cl)cc2)c1Cl | 82* | 6.3 | -8 | 0 | 110 | 0 | 28 | 6.0 | 107
COC(=O)c1ccc(C(=O)OC)c(NC(=S)N2CC(C)CC(C)C2)c1 (configuration not stated) | 2 | -1.9 | -5 | -5 | 95 | -3 | 26 | 0.1 | 96
CC(=O)N=C1SC2CS(=O)(=O)CC2N1c1c(Cl)cccc1Cl (configuration not stated) | -1 | 0.2 | -4 | -2 | 98 | 5 | 15 | 1.1 | 100
CCCCn1c(N)c(Sc2ccc([N+](=O)[O-])cc2)c(=O)[nH]c1=O | -2 | 0.9 | -7 | 39 | 97 | -4 | 29 | 1.1 | 96
O=C(CN1CCN(c2ccc(Cl)cc2[N+](=O)[O-])CC1)N1CCOCC1 | -6 | 0.2 | -6 | 28 | 102 | 5 | 20 | 0.4 | 100
CCC(=O)N1CCN(c2ccc(NC(=O)c3ccc([N+](=O)[O-])o3)cc2)CC1 | -5 | · | -5 | 0 | 109 | 4 | -5 | · | 109
CCc1nnc(NC(=O)C2CCCN(S(=O)(=O)c3ccc(OC)cc3)C2)s1 (configuration not stated) | -1 | -0.5 | -2 | 24 | 99 | 1 | 7 | 0.2 | 103
COc1ccc(NC(=S)NCc2ccccn2)cc1OC | -6 | 0.7 | -7 | 48 | 101 | 2 | 11 | -0.9 | 99
COc1cc(OC)cc(C(=O)N2CCN(c3ccccn3)CC2)c1 | -8 | 0.0 | 3 | -14 | 106 | 9 | 8 | 0.6 | 108
O=C(/C=C/c1ccc(Br)cc1)c1ccco1 | 6 | -2.7 | 22* | -7 | 90 | -2 | 18 | 0.6 | 92
Cc1ccc(CS(=O)(=O)c2cn(CC(=O)N3CCOCC3)c3ccccc23)cc1 | -4 | 2.1 | 19 | 27 | 100 | 3 | 10 | -0.7 | 105
C=C(C)CNC(=S)NNC(=O)c1ccncc1 | -7 | 0.1 | -10 | 13 | 100 | 0 | -13 | 0.6 | 101
Cc1ccc(OCC(=O)Nc2ccc(-c3nc4ncccc4o3)cc2)cc1 | -3 | 0.0 | -15 | 7 | 120 | 4 | 4 | 0.5 | 115
O=C(CSc1nccc(=O)[nH]1)Nc1ccc(F)c([N+](=O)[O-])c1 | -1 | -1.1 | -4 | 3 | 97 | -1 | 22 | 1.3 | 98
COc1cc(CC(=O)Nc2ccc(S(=O)(=O)Nc3ncccn3)cc2)cc(OC)c1OC | -5 | 0.2 | 3 | 18 | 99 | -2 | -3 | 1.0 | 103
O=C(CN(Cc1ccccc1)C(=O)CCC(=O)Nc1ccccn1)NCc1ccco1 | 0 | 0.7 | 17 | 6 | 93 | -7 | -25 | 0.1 | 97
O=C(CCNS(=O)(=O)c1ccc(Br)s1)NCc1ccccc1 | -2 | -1.2 | -7 | -10 | 101 | -5 | 13 | 1.1 | 96
COC(=O)c1c(N=CN(C)C)c(C#N)c2n1CCCC2 | -3 | 1.9 | -9 | -5 | 96 | -5 | -10 | 0.5 | 95
O=C(Nn1c(-c2ccc(Br)cc2)nc2ccccc2c1=O)c1cccnc1 | -2 | 0.9 | -10 | -18 | 98 | -1 | 2 | 1.3 | 104
Cc1ccccc1-c1nc(CS(=O)(=O)CC(=O)NC2CCCC2)c(C)o1 | 0 | 4.4 | -8 | 60 | 106 | 3 | 3 | 3.2 | 104
O=C(O)C1CCCN1C(=O)OCc1ccccc1 (configuration not stated) | -1 | 0.6 | -6 | 50 | 103 | 3 | -6 | -0.3 | 100
COc1ccccc1NC(=O)NNC(=O)c1ccc2ccccc2c1 | -1 | · | -2 | -8 | 107 | 4 | -2 | · | 107
CCN1C(=O)N[C@@H](c2cccc(C(F)(F)F)c2)[C@H](C(=O)OC)[C@H]1C | 1 | 0.0 | · | · | 106 | 0 | · | 1.6 | 104
O=C(NN1C(=O)C2C3c4ccccc4C(c4ccccc43)[C@@H]2C1=O)c1ccccc1 (some centres not stated) | -1 | 2.4 | 3 | 0 | 89 | -5 | 14 | 0.2 | 92
O=C(NCc1ccco1)c1ccc(Cn2c(=S)[nH]c3ccccc3c2=O)cc1 | 3 | 0.3 | -3 | -3 | 103 | 1 | 0 | 0.8 | 100
CCS(=O)(=O)n1nc(-c2ccccc2)cc1N | -2 | -0.8 | -12 | 15 | 110 | 10 | 2 | 0.5 | 109
CCCCn1nc(C(=O)Nc2cc(S(=O)(=O)N(C)C)ccc2C)c2ccccc2c1=O | -7 | 0.1 | -14 | -35 | 97 | 8 | · | 0.6 | 93
CCn1c(COc2ccc(C(C)C)cc2)nnc1SCC(=O)Nc1nccs1 | -3 | 1.0 | 4 | 97* | 99 | 3 | 5 | 0.6 | 98
COc1cnc(-c2ccccn2)nc1Oc1c(C)cccc1C | -5 | -1.1 | 1 | 12 | 94 | -16 | 1 | -0.9 | 87
Cc1cccc(C(=O)NC(NCc2ccco2)C(Cl)(Cl)Cl)c1 (configuration not stated) | -3 | -2.7 | -18 | 42 | 103 | 8 | 9 | -0.3 | 107
CN(C)CCCNC(=O)CCc1ncc(C(F)(F)F)cc1Cl | -1 | -0.5 | -2 | 36 | 90 | -2 | 1 | -0.7 | 97
COc1ccc2c(C)c(Cc3ccccc3)c(=O)oc2c1OC | -6 | -1.1 | -8 | 13 | 97 | -1 | -38 | 0.9 | 92
COc1ccc(CCn2c(-c3ccccc3)nc3c(c(=O)c4ccccc4n3C)c2=O)cc1 | 0 | -0.5 | 1 | -19 | 109 | 4 | 18 | -0.2 | 100
Cc1oc(-c2cccs2)nc1CSCC(=O)NC1CC1 | -1 | -0.4 | -14 | 26 | 102 | 1 | 11 | 0.1 | 99
c1ccc(-c2csc(Nc3ccc4c(c3)OCCO4)n2)cc1 | -3 | -1.5 | -4 | 2 | 108 | 4 | 11 | -1.2 | 108
Cc1ccccc1C(=O)Nc1nc2n(n1)C(c1ccccc1)CC(=O)N2 (configuration not stated) | -3 | -0.3 | -5 | 3 | 106 | 3 | 15 | 0.2 | 105
CC(=O)Nc1ccc(-c2ccc(NC(C)=O)cc2)cc1 | -3 | 0.6 | -14 | 8 | 79 | -15 | 13 | 0.6 | 78
O=C(CN1C(=O)c2ccccc2C1=O)NN1C(=O)c2ccccc2C1=O | -5 | 1.2 | -2 | -5 | 97 | 10 | -9 | 0.3 | 94
COc1cc(NS(=O)(=O)c2ccc(NC(=O)c3ccco3)cc2)nc(OC)n1 | -2 | -0.3 | -5 | 18 | 107 | 6 | 9 | -0.4 | 113
Cc1noc(N)c1C(=O)Nc1ccccc1F | 1 | -0.2 | 6 | 11 | 99 | 5 | 25 | 0.4 | 98
COC(=O)c1sc2nc(N3CCCCC3)c3c(c2c1N)CCCC3 | 2 | -0.8 | -2 | 20 | 104 | -1 | 11 | 0.0 | 99
N#C/C(=C\c1ccccc1)c1nc2ncccc2[nH]1 | -3 | 0.6 | -9 | 30 | 109 | 13 | 2 | 1.9 | 113
COc1cc(/C=C(\NC(=O)c2ccccc2)C(=O)NCC(=O)O)c([N+](=O)[O-])cc1OC | 0 | 0.0 | -1 | -14 | 132* | 0 | 22 | 0.0 | 108
CCOc1ccc2nc(NC(=O)CSc3nnnn3C3CCCCC3)sc2c1 | -2 | 0.2 | -18 | -10 | 112 | 7 | 7 | -0.6 | 106
O=C(O)c1ccc2c(c1)C(=O)N(c1cc([N+](=O)[O-])ccn1)C2=O | -6 | 0.3 | -18 | 33 | 106 | 5 | 9 | 0.4 | 105
O=C1COc2ccc(C(=O)/C=C/c3ccccc3)cc2N1 | -8 | 7.3 | 6 | 14 | 111 | -1 | 23 | 5.5 | 102
CC(C)=CC/C=C1\CCC(C(=O)O)C(C(=O)O)C1 (configuration not stated) | 2 | -0.5 | -7 | 4 | 93 | 5 | 8 | -0.1 | 100
CN(C)c1cccc2cccc(N(C)C)c12 | -5 | 0.4 | -10 | -10 | 95 | -16 | 8 | 0.2 | 91
COCC(=O)N(CCN(C)C)Cc1cc2cc3c(cc2nc1Cl)OCO3 | -5 | 0.3 | -12 | 57 | 103 | -6 | 0 | 0.3 | 94
O=C(NC1(C(F)(F)F)N=C(c2ccccc2)NC1=O)c1ccc(Cl)cc1Cl (configuration not stated) | -7 | -0.8 | 0 | 2 | 100 | 6 | 5 | -0.4 | 101
COCC(C)n1c(C)cc(C(=O)COc2ccc(S(=O)(=O)N3CCOCC3)cc2Cl)c1C (configuration not stated) | 2 | 2.3 | 2 | -13 | 101 | 1 | 23 | 2.5 | 103

Another view of five compounds above:
Screens in order: GalR3 antag, OXTR agonist, GPR7 antag, PHOSPHO1 block, MEKK3 PB1 HTS, MEKK2mut PB1 HTS, NALP1 inh, V1aR counter, MEKK2 WT-MEK5
> CC(C)=CC/C=C1\CCC(C(=O)O)C(C(=O)O)C1 (configuration not stated)
    2, -0.5, -7, 4, 93, 5, 8, -0.1, 100
> CN(C)c1cccc2cccc(N(C)C)c12
    -5, 0.4, -10, -10, 95, -16, 8, 0.2, 91
> COCC(=O)N(CCN(C)C)Cc1cc2cc3c(cc2nc1Cl)OCO3
    -5, 0.3, -12, 57, 103, -6, 0, 0.3, 94
> O=C(NC1(C(F)(F)F)N=C(c2ccccc2)NC1=O)c1ccc(Cl)cc1Cl (configuration not stated)
    -7, -0.8, 0, 2, 100, 6, 5, -0.4, 101
> COCC(C)n1c(C)cc(C(=O)COc2ccc(S(=O)(=O)N3CCOCC3)cc2Cl)c1C (configuration not stated)
    2, 2.3, 2, -13, 101, 1, 23, 2.5, 103
